# From PubChem
# PfHsp40 rescue: rescue of PfHsp40-mediated yeast toxicity; S. cerevisiae expressing PfHsp40, growth rescue, ATP luminescence; growth rescue, % at 12.5 µM; hit rate 0.68% among 340,000; AID 504582; in the data active = growth rescue above about 28%, passing the limit was not always enough; inconclusive = no clear call, values can overlap the other calls;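 also: yeast W303a lacking pdr1 and pdr3 grown in galactose medium; growth measured after three days at 30 °C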
# PrPC surface inh: cell surface PrPC inhibition, primary TR-FRET screen; P04156; TR-FRET read-out; inhibition, % at 13.8 µM; hit rate 0.43% among 370,000; in the data active = inhibition above about 24%; also: 0% = median of the test wells and 100% = reference compound wells
# Anthrax LF prot: inhibitors of Bacillus anthracis lethal factor protease; hit rate 0.12% among 360,000; multiplex microsphere protease cleavage assay, LF; inhibition, % at 10 µM; P15917; AID 588501; also: plate controls were buffer without enzyme for full effect and enzyme alone for no effect
# Target sequence (P15917 whole entry, looked up): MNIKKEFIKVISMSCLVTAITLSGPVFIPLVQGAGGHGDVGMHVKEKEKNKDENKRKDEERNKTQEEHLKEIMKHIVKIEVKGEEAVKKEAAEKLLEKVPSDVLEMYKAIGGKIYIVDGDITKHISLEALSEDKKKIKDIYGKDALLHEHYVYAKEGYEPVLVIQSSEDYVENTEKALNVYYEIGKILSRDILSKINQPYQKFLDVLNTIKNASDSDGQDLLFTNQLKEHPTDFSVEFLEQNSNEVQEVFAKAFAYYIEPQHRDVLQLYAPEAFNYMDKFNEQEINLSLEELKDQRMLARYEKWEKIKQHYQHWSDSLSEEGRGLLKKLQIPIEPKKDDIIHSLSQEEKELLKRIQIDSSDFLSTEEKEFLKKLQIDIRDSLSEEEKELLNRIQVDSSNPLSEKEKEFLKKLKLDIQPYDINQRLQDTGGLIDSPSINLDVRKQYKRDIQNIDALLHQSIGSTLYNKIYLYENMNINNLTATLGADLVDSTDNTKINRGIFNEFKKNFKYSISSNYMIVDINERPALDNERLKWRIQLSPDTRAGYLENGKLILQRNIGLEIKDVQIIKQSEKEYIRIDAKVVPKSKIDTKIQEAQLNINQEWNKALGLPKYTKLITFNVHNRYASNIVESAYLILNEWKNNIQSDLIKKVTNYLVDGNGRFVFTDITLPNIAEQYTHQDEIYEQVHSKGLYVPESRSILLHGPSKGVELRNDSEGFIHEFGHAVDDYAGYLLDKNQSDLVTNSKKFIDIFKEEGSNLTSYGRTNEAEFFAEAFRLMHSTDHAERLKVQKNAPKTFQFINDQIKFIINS
# TcdB GH inh: inhibitors of Clostridioides difficile toxin B glycohydrolase | P18177 | TcdB glycohydrolase enzymatic assay, plate reader | inhibition, % at 9.99 µM | hit rate 0.24% among 350,000; in the data active = inhibition above about 10%
# BoNT-A LC inh2: blocks Botulinum neurotoxin A light chain protease. multiplex microsphere protease substrate cleavage, flow cytometry. inhibition, % at 10 µM. hit rate 0.17% among 360,000. AID 588499; also: plate controls were buffer without enzyme for full effect and enzyme alone for no effect
# Vc quorum ag: quorum light induction in luxS cqsA deficient V. cholerae | hit rate 0.16% among 350,000 | V. cholerae BH1578 lux reporter, luminescence, 6 h | activation, % at 18.7 µM; in the data active = activation mostly above about 9.7%, no sharp cut-off; inconclusive = no clear call, values can overlap the other calls; inactive = mostly below about 3.7%; also: not every result past the cut was called active; inactives centre near 0; reference of the scale not given here
# Y pestis TopoI: Y. pestis Topo-I inhibition via cleavage products; Y. pestis Topo-I cleavage product accumulation, plate reader; activity, % at 10 µM; hit rate 0.064% among 360,000; in the data active = activity above about 50%, passing the limit was not always enough; inconclusive = no clear call, values can overlap the other calls; also: inactives centre near 2
# PriA SSB inh: blocks PriA binding to SSB C-terminal tail | hit rate 0.6% among 430,000 | AlphaScreen SSBct-PriA binding, biotinylated peptide | AID 1272365 | inhibition, % at 33 µM; in the data active = inhibition mostly above about 37%, no sharp cut-off; inactive = mostly below about 20%;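 also: plate controls were negative control peptide for no effect and reference peptide for full effect; strong numbers were not always called active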
# 3CLpro inhibitor: SARS-CoV 3CLpro protease inhibition. P0C6X7. recombinant SARS-CoV 3CLpro, quenched FRET peptide cleavage. inhibition, % at 6 µM. hit rate 0.14% among 290,000; in the data active = inhibition above about 12%
# Numbers without * were called inactive; i = inactive; u = inconclusive; x = not tested or not shown; & = joins results of further samples. Rule as the data show it, unless noted: active = inhibition above about 30%; inconclusive = no clear call, values can overlap the other calls; inactive = below that. Not all compounds are listed; the hit share may differ from the screen's.
Molecule	PfHsp40 rescue	3CLpro inhibitor	Anthrax LF prot	TcdB GH inh	PrPC surface inh	PriA SSB inh	Vc quorum ag	BoNT-A LC inh2	Y pestis TopoI
CCN(CC)S(=O)(=O)c1ccc(OC)c(NC(=O)CC2CCCC2)c1	0.2	0	2	1.7	5	3	-1.4	-1.7	9
CCOc1ccc(CCNC(=O)CCc2nc3ccccc3[nH]2)cc1OCC	-0.1	5	-2	1.8	7	8	2.1	0.0	-6
CC(CN1CCOCC1)OC(=O)CCc1ccccc1 (stereo unspecified)	-0.8	1	1	1.1	1	7	-1.8	-0.3	-7
COc1ccc(CCNc2cc(C)nc(N)n2)cc1OC	-0.6	4	-6	0.8	6	-4	i	-0.5	2
Cc1cc(=O)oc2c3c(cc(OCC(=O)NC(Cc4ccc(Cl)cc4)C(=O)O)c12)OC(C)(C)CC3 (stereo unspecified)	0.5	6	-2	-0.7	2	-4	-0.3	0.1	7
CCN(CC(=O)Nc1c(F)cccc1F)C(=O)CSCC(=O)Nc1cc(C)on1	-0.7	x	-1	-2.2	2	-5	5.6	0.1	-9
O=C(NCc1ccco1)C(c1ccco1)N(CCc1ccccc1)C(=O)Cn1nnc2ccccc21 (stereo unspecified)	-1.4	26*	0	x	2	0	-0.4	0.0	5
CCCCOCCCNC(=O)C[C@@H]1C[C@@]2(C(=O)OC)CCCCC=C2N(Cc2ccccc2)C1=O	x	x	-2	0.0	0	x	x	-0.9	x
C[C@H]1Oc2ccccc2C(=O)C1C(=O)c1ccccc1 (stereo partly specified)	-0.5	x	5	-0.7	-6	-25	-0.5	-0.5	5
CCOc1ccc2ccccc2c1/C=N\NC(=O)c1ccc([N+](=O)[O-])cc1	-2.4	-1	-3	0.0	7	x	i	2.2	0
CC1(C)CC(=O)c2c(O)cc(OCC(=O)Nc3ccc(S(N)(=O)=O)cc3)cc2O1	0.7	1	-1	-1.4	5	-14	-0.9	-1.1	-1
COc1ccc(-c2nc(C#N)c(N3CC(C)OC(C)C3)o2)cc1OC (stereo unspecified)	-1.0	1	0	x	7	-12	i	-0.5	-3

# Shown field by field: part of the list above
> CCN(CC(=O)Nc1c(F)cccc1F)C(=O)CSCC(=O)Nc1cc(C)on1
  PfHsp40 rescue: -0.7 | 3CLpro inhibitor: x | Anthrax LF prot: -1 | TcdB GH inh: -2.2 | PrPC surface inh: 2 | PriA SSB inh: -5 | Vc quorum ag: 5.6 | BoNT-A LC inh2: 0.1 | Y pestis TopoI: -9
> O=C(NCc1ccco1)C(c1ccco1)N(CCc1ccccc1)C(=O)Cn1nnc2ccccc21 (stereo unspecified)
  PfHsp40 rescue: -1.4 | 3CLpro inhibitor: 26* | Anthrax LF prot: 0 | TcdB GH inh: x | PrPC surface inh: 2 | PriA SSB inh: 0 | Vc quorum ag: -0.4 | BoNT-A LC inh2: 0.0 | Y pestis TopoI: 5

# (listing goes on)
Molecule	PfHsp40 rescue	3CLpro inhibitor	Anthrax LF prot	TcdB GH inh	PrPC surface inh	PriA SSB inh	Vc quorum ag	BoNT-A LC inh2	Y pestis TopoI
Cc1cc(C)c(NC(=O)C2CCCN(S(=O)(=O)c3c(C)noc3/C=C/N(C)C)C2)c(C)c1 (stereo unspecified)	-0.2	2	-4	0.5	-5	2	-2.1	-1.8	21
NC(=O)c1ccc(NC(=O)COC(=O)CCSc2ccccc2)cc1	-0.7	4	-10	0.8	11	-4	-0.4	0.1	13
O=C(NCc1ccc2[nH]c3c(c2c1)CCCC3)c1ccc(S(=O)(=O)N2CCCCC2)cc1	-1.3	-1	-10	1.7	-3	3	-0.2	-0.6	9
Cc1cnc(NC(=O)Cc2ccccc2F)s1	0.9	-10	-1	-1.5	6	-11	-0.4	0.3	1
Nc1nc(-c2ccccc2)c(N=Nc2ccccc2Cl)s1	1.0	7	-5	x	-7	96	-0.3	-1.2	-38
COc1ccc(C(=O)NC2CCCc3c2cnn3-c2cc(F)cc(F)c2)c(OC)n1 (stereo unspecified)	0.4	7	0	-1.7	7	-1	-0.4	1.2	1
COc1ccc(CN2C(=O)C(CC(C)C)Nc3ncnc(N4CCOCC4)c32)cc1 (stereo unspecified)	1.1	x	1	0.1	7	-2	5.9	-0.8	8
CC1(C)CN=C(N(C(=O)Nc2ccccc2)c2ccccc2F)S1	0.6	-1	2	1.0	9	-12	-0.6	-0.2	-7
CCN(CC(=O)NCc1ccc(Cl)cc1)C(=O)c1ccc(S(=O)(=O)N(C)C)cc1	-1.0	-2	1	-3.3	3	2	-0.2	-0.1	2
COc1cccc(-c2ccc(-c3noc(-c4ccccc4F)n3)c(OC)n2)c1	0.3	7	-12	x	-6	-8	-0.4	-1.6	3
S=C(NC1CCCCC1)NC1CC2C=CC1C2 (stereo unspecified)	0.2	3	u	0.6	12	-8	-0.3	-8.0	-1
C=CCNC(=O)C(=O)Nc1cc2c3c(c1)CCC(=O)N3CCC2	0.8	-2	2	0.7	-6	-10&-3&0	i	1.7	-4
O=C(N=Nc1c(O)[nH]c(=O)[nH]c1=O)C1COc2ccccc2O1 (stereo unspecified)	0.0	1	-1	-0.2	-2	-16	i	-0.2	-6
Cc1cccnc1NC(=O)C1CC(=O)N(c2ccc3c(c2)OCCO3)C1 (stereo unspecified)	2.5	x	-3	1.0	-1	0	-0.9	-0.5	8
COc1ccc(-c2c(-c3ccccc3OC)sc3ccccc23)cc1	-1.6	-5	2	0.4	-8	1	i	1.1	-7
O=C(Nc1ccncc1)c1ccc2c(c1)OCCO2	0.2	4	-3	x	13	-9	-0.2	0.1	-3
C[C@@H]1CN([C@H](C)CO)C(=O)c2cc(Br)cnc2O[C@@H]1CN(C)C(=O)c1ccccc1	x	x	2	-1.5&1.6&-0.2	0	x	-0.4	-0.1	-1
COc1ccc(OCC(=O)Nc2ccc(C(=O)Nc3ccccc3C(=O)O)cc2)cc1	-0.5	3	2	3.5	3	-4	1.1	0.1	-8
COc1ccccc1N(CC(=O)N1CCCCCC1)S(C)(=O)=O	-0.2	4	-1	x	-4	6	1.5	-0.1	7
Cc1ccc(N2C(=O)CS(=O)(=O)CC2=O)cc1	-0.1	2	1	1.4	-4	-6	i	0.6	-11
Cn1nc(C(F)(F)F)c(/C=N/OC(=O)c2ccccc2)c1SCc1ccc(Cl)cc1	-0.4	2	-2	x	-2	x	i	-1.2	2
COc1ccc(C(=O)C(OC(=O)c2ccc(C)c(NC(C)=O)c2)c2ccccc2)cc1 (stereo unspecified)	1.6	2	-9	x	3	-18	x	-0.2	-9
c1ccc(CSc2ncnc3c2ncn3C2CCCCO2)cc1 (stereo unspecified)	-0.5	x	-3	0.9	11	-9	-1.7	-0.5	12
COc1ccc(S(=O)(=O)NCc2csc(C)n2)cc1OC	0.5	-1	1	1.4	-4	-6	i	-2.2	3
CCSc1nnc(-c2ccccc2NC(C)=O)c(=O)[nH]1	-0.5	6	-2	x	3	-8	-1.6	-1.3	-6
O=C(O)c1ccccc1Nc1ccccc1	-0.2	x	3	1.3	-1	-9	-0.3	-0.7	2
CCCN(CCC)Cc1cc(=O)oc2cc(OC)c(Cl)cc12	x	x	3	0.5	0	x	x	-0.9	x
CCOC(=O)C1=C(COC(=O)[C@@H]2CCCN2S(=O)(=O)c2ccc(C)cc2)NC(=O)NC1C (stereo partly specified)	-0.2	-2	8	0.8	-2	2	i	0.6	4
CCN(CC)c1ccc(NC(=O)c2[nH]c(C)c(C(C)=O)c2C)c(C)c1	-0.8	-8	-8	x	3	-7	1.7	2.4	3
COc1ccc(-n2nnc3c(SC(C(C)=O)C(=O)N(C)C)ncnc32)cc1 (stereo unspecified)	-0.4	3	10	2.9	-14	4&-11	i	5.8	-3
CCOCC(=O)Nc1nnc(C)s1	-0.8	-1	-2	x	-1	-11	0.2	1.7	4
CCOc1ccc(CCNc2nc3ccc(C)cc3n3cnnc23)cc1OCC	0.6	-1	-5	-1.4	-4	5	i	-3.5	8
COc1ccc(OCC(O)CNC(=O)c2ccccc2)cc1 (stereo unspecified)	-0.3	6	-4	0.8	0	-6	-0.9	0.1	-2
O=C(NCc1ccncc1)c1ccc(Cl)c(S(=O)(=O)N2CCCCC2)c1	-0.4	0	2	1.1	-2	-2	i	0.2	-6
COc1ccc(NC(=O)N(C)[C@H]2C[C@H]3c4[nH]c5ccccc5c4CCN3C(=O)[C@H]2[C@H](C)O)cc1	x	x	-1	0.5	3	x	-0.5	0.1	5
CCCOc1ccc(/C=N/NC(=O)CN2CCCCC2)cc1OCC	-0.5	1	-1	1.8	-6	x	-0.6	-3.0	6
Nc1nc(-c2ccc3c(c2)CCCC3)c(CC(=O)O)s1	-0.5	5	18	0.4	-4	-3	i	-0.3	3
O=[N+]([O-])c1ccc(Cl)c(CN2CCC(O)CC2)c1	0.4	-1	-2	0.6	-11	-18	0.2	0.1	-7
COc1ccc(-n2c(C)cc(/C=N/Nc3nc(N4CCOCC4)nc(N4CCOCC4)n3)c2C)cc1	-1.2	2	-3	1.1	-9	x	-0.4	-0.3	4
CC(=O)Nc1ccc([N+](=O)[O-])cn1	-0.2	4	10	x	-39	-2	-0.6	0.8	-4
COc1cc(C(C(=O)NC(C)(C)C)N(Cc2ccccc2)C(=O)c2cnccn2)cc(OC)c1OC (stereo unspecified)	-0.5	-5	-2	x	5	-5	i	-0.1	-2
O=S(=O)(c1ccccc1)N1CCN(CC2CC3C=CC2C3)CC1 (stereo unspecified)	0.5	-2	1	-6.4	3	-13	-0.3	0.2	-1
COc1ccc(S(=O)(=O)N(CC(=O)Nc2cc(C)on2)Cc2ccccc2)cc1	1.2	-3	-1	x	2	-6	-2.1	-2.4	3
CN(C)c1ccc(C(CNC(=O)c2ccc(-c3ccccc3)cc2)N2CCOCC2)cc1 (stereo unspecified)	0.7	x	-1	1.2	2	14	-4.3	-0.1	15
CCc1noc(C)c1C(=O)NC1CC(C)(C)Cc2c1cnn2-c1ccccc1 (stereo unspecified)	-0.6	-5	-1	1.2	6	x	-0.4	0.1	11
COc1ccc(NC(=O)C2C3CC/C=C\CCC32)cc1 (stereo unspecified)	-0.1	-2	4	-0.3	5	-14	1.3	-0.6	0
COc1ccc(-c2nc3ccccc3c(=O)[nH]2)cc1	0.0	-2	-7	0.7	-6	-7	-0.4	-2.0	-1
CCOc1ccccc1-c1cc(C(=O)N2CCOCC2)c2ccccc2n1	-3.9	-1	-1	1.3	0	0	i	1.4	-2
COc1ccc(C(CC(=O)Nc2ccc(C)cc2)NC(=O)C(F)(F)F)cc1 (stereo unspecified)	-0.5	2	0	0.6	6	2	-0.2	2.1	-8
CSc1ccc(/C=N/N2CCN(c3ccccc3)CC2)cc1	-0.4	-3	0	0.2	-2	x	i	-0.5	0
O=C1CN(C(=O)CSc2ccccn2)c2ccccc2N1	0.5	x	-1	0.6	1	-2	-0.8	0.4	5
Cc1coc2c(C)c3oc(=O)cc(-c4ccccc4)c3cc12	2.0	6	-3	x	-5	-11	i	-0.9	-5
Cn1c(CSc2ncccn2)nnc1SCC(=O)N1CCCCC1	0.2	-1	-2	x	19	-15	i	0.3	-3
CC(=O)c1cc(CN2CCC(n3nccc3NC(=O)c3ccccc3Cl)CC2)cs1	-0.2	3	11	0.7	-10	-7	-0.3	0.1	8
c1ccc(-c2ccc(Oc3cc(N4CCOCC4)nc(-c4ccccc4)n3)cc2)cc1	0.5	-1	-3	x	3	-14	i	0.0	1
Cc1cccc(NC(=O)CN2C(=O)N/C(=C/c3ccc(C)o3)C2=O)c1	-0.4	2	0	x	4	0	-2.4	0.9	-4
Cc1cc(C)cc(Cn2cc(CN3CC(N4CCN(C)CC4)CS3(=O)=O)nn2)c1 (stereo unspecified)	x	x	-9	1.6	-9	x	x	-0.1	x
N#Cc1ccccc1Cn1c(=O)n(CCCC(=O)NCc2ccc3c(c2)OCO3)c(=O)c2ccccc21	-1.2	-4	-2	x	-6	-13	i	0.6	16
CC(C)C(=O)NNS(=O)(=O)c1ccccc1	x	-1	8	-0.7	-3	0	-0.4	-0.8	-2
OCCC1CN(Cc2ccccc2O)CCN1CCCc1ccccc1 (stereo unspecified)	0.4	0	x	0.3	-10	-11	-0.6	x	17
CC(c1ccccc1)N(CCC(c1ccccc1)C1CCOC(C)(C)C1)C(=O)c1ccco1 (stereo unspecified)	0.8	5	2	1.0	9	20	-0.2	-0.2	30
